AID inh: Primary qHTS assay for inhibitors of Activation Induced Cytidine Deaminase (AID): AID signal; 0.32% of 91,000 active; AID deamination FRET fluorescence, UDG-coupled, 4 h; Single-stranded DNA cytosine deaminase (Homo sapiens), Q9GZX7; AID 1347428, 2020; Potency, µM (doses to about 115 µM), inactives show at the highest dose activity change, negative = inhibition, most hits filed as inhibitors; further: nearly all actives have a fitted effect of over 25% in size
Target sequence (Q9GZX7 whole entry, looked up): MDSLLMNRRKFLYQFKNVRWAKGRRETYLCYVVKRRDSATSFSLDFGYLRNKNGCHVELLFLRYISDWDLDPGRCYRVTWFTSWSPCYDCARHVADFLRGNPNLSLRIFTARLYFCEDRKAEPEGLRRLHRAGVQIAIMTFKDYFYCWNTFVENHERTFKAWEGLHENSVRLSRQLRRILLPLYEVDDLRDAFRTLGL
UDG counterscr: Primary qHTS assay for inhibitors of Activation Induced Cytidine Deaminase (AID): UDG Counterscreen signal; FRET deamination/UDG coupled assay, UDG read, 4 h; Potency, µM (highest dose often 115 µM), for inactives: at the highest dose activity change, negative = inhibition, actives largely listed as inhibitors; 0.14% of 91,000 active; AID 1347430, 2020; further: nearly all actives have a fitted effect of over 65% in size
Active calls of the source: *; ? = inconclusive; [ ] = another dose, or the depositor's remark. The call rests on the fitted dose curve; in most records, active means well fitted curve in the direction sought with a large enough effect; inconclusive means small, poorly fitted or top-dose-only effect, or another doubt; inactive means no such curve, though single readings can be large; an effect the other way counts as inactive or inconclusive. On the % scale 0 is the no-effect control and ±100 the full control effect; potency means the concentration at half of the fitted maximal effect. This is a subset; rates above refer to the full screens.

Order of results: UDG counterscr	AID inh
> O=C(CC(F)(F)F)N(Cc1ccncc1)C1CC1
  0%	4%
> CCN1C(=O)c2cccc3c(S(=O)(=O)Nc4ccc(O)c(C(=O)O)c4)ccc1c23
  -6%	-19%
> CCSc1ncc(Cl)c(C(=O)N2CCN(c3ccc(OC)cc3)CC2)n1
  -10%	-11%
> CC(=O)Nc1ccc(S(=O)(=O)Nc2c(NC3CCCCC3)c3ccccc3oc2=O)cc1
  -7%	-7%
> Cc1ccc(CNC(=O)C2CCCCC2)s1
  -7%	-6%
> C(=N\N(Cc1ccccc1)c1ccccc1)/c1cccs1
  -7%	-10%
> CC(=O)Nc1ccc(SC(C)C(=O)c2ccc3c(c2)NC(=O)CO3)cc1 (configuration not stated)
  -1%	-3%
> CC(=O)c1ccc(S(=O)(=O)Nc2ccc(-c3ccc(N4CCCCC4)nn3)cc2)cc1
  23%	-28%
> CCNC(=O)C(C)NC(=O)CCc1ncc(-c2ccc(C)cc2)o1 (configuration not stated)
  -4%	-6%
> CC1COCCN1C(=O)C1CCN(c2nc3ccccc3o2)CC1 (configuration not stated)
  -7%	-4%
> CNC(=O)C1CCN(Cc2cc3ccccc3n2Cc2cccc(C)c2)CC1
  -25%[57.5 µM]	-9%
> C=CCOc1ccc(/C=C/C(=O)Nc2ccc(C(N)=O)cc2)cc1
  -1%	9%
> Fc1ccc(NC(=S)NC2CC2)cc1
  -8%	-6%
> O=C(NCCCN1CCN(c2ccccc2F)CC1)c1cc2c(Cl)nc3ccccc3c2s1
  -5%	-11%
> Cc1ccc(C(=O)Nc2ccc(C(=O)OCc3cc(=O)n4nc(C5CC5)sc4n3)cc2)cc1
  -6%	8%
> Cc1ccc(C)c(N2CCN(C(=O)Cn3cnc4nc5c(cc4c3=O)CCCC5)CC2)c1
  -1%	?
> CN(c1ccccc1)S(=O)(=O)c1ccc(NC(=O)c2nc(S(C)(=O)=O)ncc2Cl)cc1
  -8%	-15%
> COc1ccc2c(C)c(CCC(=O)Nc3ccc(F)c(F)c3)c(=O)oc2c1
  -4%	-4%
> O=C(COc1ccccc1)Nc1c(C(=O)N2CCN(c3ccc(F)cc3)CC2)oc2ccccc12
  1%	20%
> O=C(O)CCSCc1ccc(Cl)cc1
  -4%	1%
> CCC(CO)NS(=O)(=O)c1cc(C)c(Cl)cc1Cl (configuration not stated)
  -10%	-15%
> O=C(O)/C=C/c1ccc(F)cc1F
  6%	4%
> CCN(c1cc(C)cc(C)c1)S(=O)(=O)c1nnc(NC(=O)c2cccs2)s1
  -9%[57.5 µM]	2%
> Cc1noc2ncnc(NCc3cccc(Cl)c3)c12
  -13%	-23%
> COc1ccc(C(=O)/C=C/c2c(C)cc(C)cc2C)cc1
  -2%	-6%
> COCCn1c(C)cc(C(=O)CSc2nc3ccccc3[nH]2)c1C
  -1%	3%
> COc1ccc(Cl)cc1NC(=O)C(C)OC(=O)c1cc(CO)oc1C (configuration not stated)
  -18%	-10%
> COC(=O)c1ccc(C(=O)OC)c(NS(=O)(=O)c2c(C)cc(C)cc2C)c1
  1%	0%
> CCN(Cc1ccccc1)CC(O)COCc1ccc(OC)c(OC)c1 (configuration not stated)
  -6%	-5%
> CCCc1cc(=O)oc2c(C)c(OCC(=O)NCc3cccnc3)ccc12
  3%	-6%
> Cc1ccc(S(=O)(=O)NC2(C(F)(F)F)NC(=O)N(CCc3ccccc3)C2=O)cc1 (configuration not stated)
  -1%	4%
> CCN(Cc1ccccc1)C(=O)Cn1c(=O)n(-c2ccc(Cl)cc2)c(=O)c2c(C)c(C)sc21
  -6%	0%
> CC(C)c1nn2c(=O)cc(COC(=O)c3cccs3)nc2s1
  9%	-3%
> O=C(CCc1ncc(-c2c(F)cccc2F)o1)N1CCSCC1
  -4%	2%
> O=S1(=O)c2ccccc2N(Cc2ccc(Cl)cc2F)c2ccccc21
  2%	-5%
> Cc1ccc(Cl)cc1NC(=O)Cn1c(=O)n(CCC(=O)N2CCc3ccccc3C2)c(=O)c2ccccc21
  -9%	12%
> CCCc1cc(=O)oc2cc(OCC(=O)OC(C)(C)C)ccc12
  3%	-8%
> COc1ccc(OC(=O)CCCOc2ccc(Cl)cc2Cl)cc1
  1%	-6%
> Cc1ccccc1CN1c2ccccc2-c2nc(SCC(=O)c3ccccc3)ncc2S1(=O)=O
  -2%	23%
> COc1ccc(C(=O)/C(C#N)=C\c2cc(Br)c(O)c(OC)c2)cc1
  -6%	?
> CCOC(=O)c1[nH]c(C)c(CCC(=O)N2CCN(c3cccc(OC)c3)CC2)c1C
  5%	-16%
> CCOc1ccc(-c2nc(C#N)c(NCCCN(C)C)o2)cc1
  0%	5%
> C=C(C)Cn1c(SCC(=O)Nc2ccccc2C)nc2sc3c(c2c1=O)CCCC3
  ?	9%
> CCOc1cc(C#N)ccc1OCc1ccccc1
  -5%	-2%
> Cn1cc(C(C(=O)O)N2CCN(c3ncc(Br)cn3)CC2)c2cc(C(=O)O)ccc21 (configuration not stated)
  -5%	5%
> COc1ccc(C2N3CC4(C)CN2CC(c2ccccc2)(C3)C4=O)cc1OC (configuration not stated)
  3%	2%
> CC(OC(=O)c1cccc(-n2cnnn2)c1)C(=O)Nc1ccc(N2CCOCC2)cc1 (configuration not stated)
  6%	-2%
> CCCCCn1c(CCCNC(=O)c2ccccc2)nc2ccccc21
  -9%	-12%
> CCn1c(=NC(=O)c2ccc3c(c2)OCCO3)sc2c(C)ccc(OC)c21
  -11%	1%
> Cn1c2ccccc2c2c(C(=O)N3CCN(c4ccc(F)cc4)CC3)cn(C3CCCCC3)c(=O)c21
  -21%	?
> Cc1[nH]c2ccccc2c1C(=O)OC(C)C(N)=O (configuration not stated)
  2%	-2%
> Cc1ccc(C)c(-c2cc(C(=O)Nc3cc(C)on3)c3ccccc3n2)c1
  4%	66%[activator]
> N#Cc1ccc(Oc2c(-c3ccccc3)cccc2-c2ccccc2)cc1C#N
  -6%	-17%
> COc1cccc(SCC(=O)c2ccc3c(c2)NC(=O)CO3)c1
  -2%	-9%
> Cc1ccc(C(=O)NC(c2cccnc2)c2cc(C)ccc2C)cc1 (configuration not stated)
  -5%	-2%
> O=C(CC1C(=O)N(c2ccc(F)cc2)C(=O)N1Cc1ccc2c(c1)OCO2)Nc1ccc(Cl)cc1 (configuration not stated)
  ?	10%
> C=CCNC(=O)C(=O)Nc1ccc(Cl)c(C(F)(F)F)c1
  0%	0%
> Cc1ccc(NCc2ccco2)cc1C
  4%	20%
> COc1ccc(OC)c(C2N=C(N)Nc3nc4ccccc4n32)c1 (configuration not stated)
  5%	-2%
> CCC(CC)NC(=O)CCC(=O)c1ccc2c(c1)OCCCO2
  1%	-2%

More structures
Order of results: UDG counterscr	AID inh
> COc1ccc(NC(=O)CSc2nc3ccccc3n2CC(=O)N2CCCCC2C)cc1 (configuration not stated)
  -14%	-9%
> COc1ccccc1NC(=O)CCc1ncc(-c2ccc(Cl)cc2)o1
  5%	0%
> Cc1ccc(NC(=O)CSc2nc3c(c(=O)[nH]2)CN(Cc2ccccc2)CC3)cc1Cl
  -4%	6%
> Cc1cccc(NC(=O)C(Sc2ccccc2)c2ccccc2)c1C (configuration not stated)
  3%	-1%
> CSc1ccccc1NC(=O)c1ccc(-c2ccccc2)cc1
  0%	-4%
> Nc1ncc(S(=O)(=O)NCc2ccc(F)cc2)cn1
  3%	15%
> CCCn1c2ccccc2c2cnn(CC(=O)N(CC)c3cc(C)ccc3C)c(=O)c21
  -19%	35µM*
> CCN(CC)S(=O)(=O)c1ccc(=O)n(Cc2cc(=O)oc3c(C)c(C)ccc23)c1
  -5%	-5%
> COc1cc(OC)cc(C(=O)Nc2cccc(-c3cn4cccnc4n3)c2)c1
  -12%	-12%
> COc1ccc(-c2c(NC(=O)c3cccs3)oc3ccccc3c2=O)cc1
  5%	3%
> Cc1ccc(NC(=O)c2cc(S(=O)(=O)NC3CCCCC3)ccc2F)cc1Cl
  -12%	-6%
> N#Cc1cccc(NC(=O)Cc2ccc3c(c2)CCC3)c1
  -3%	8%
> C/C(=N/O)c1ccc2c(c1)NC(=O)CO2
  3%	4%
> CCc1nc2sc3c(N4CCCCC4)ncnc3c2c2c1CCCC2
  34%[activator]	47%[activator]
> CC(C)c1ccc(CNCCSc2nnnn2C)cc1
  -14%	-3%

Entries of single compounds, quoted from the list. Values in the order: UDG counterscr, AID inh
Results for COc1ccc(C(=O)/C(C#N)=C\c2cc(Br)c(O)c(OC)c2)cc1 = -6%, ?
Results for Cc1ccc(C)c(-c2cc(C(=O)Nc3cc(C)on3)c3ccccc3n2)c1 = 4%, 66%[activator]
Results for COc1ccc(-c2c(NC(=O)c3cccs3)oc3ccccc3c2=O)cc1 = 5%, 3%

Compounds above that contain bromine (two):
Order of results: UDG counterscr	AID inh
> COc1ccc(C(=O)/C(C#N)=C\c2cc(Br)c(O)c(OC)c2)cc1
  -6%	?
> Cn1cc(C(C(=O)O)N2CCN(c3ncc(Br)cn3)CC2)c2cc(C(=O)O)ccc21 (configuration not stated)
  -5%	5%

Continued:
Order of results: UDG counterscr	AID inh
> Cc1ccc(NC(=O)CC2C(=O)Nc3nc(-c4ccccc4)nn32)cc1C (configuration not stated)
  -5%	-6%
> CCN(CC)c1ccc(C2SCc3cc(C)c(C)cc3CS2)cc1
  4%	2%
> COc1cccc(C2C3=C(CC(C)(C)CC3=O)Nc3nc(-c4cc(OC)c(OC)c(OC)c4)nn32)c1 (configuration not stated)
  1%	-11%
> Cc1cc(C)c(OC(=O)c2cccc(C#N)c2)c(C)c1
  -5%	-5%
> CCOC(=O)c1nc(-c2ccc(Br)o2)no1
  2%	3%
> COc1ccc(CCCc2nnc(SCC(=O)Nc3ccccc3F)o2)cc1C
  -13%	-4%
> CCNC(=O)NC(=O)COC(=O)c1cc(-c2ccc(C)o2)nc2ccccc12
  -15%	4%
> Cc1ccc(-c2c(C(=O)N(C)Cc3ccccc3)oc(=O)c3ccccc23)cc1
  -7%	-5%
> CCC(C)NC(=O)c1cc2c(Cl)nc3ccc(C)cc3c2s1 (configuration not stated)
  -6%	-9%
> CN1Cc2sccc2C(c2ccc(O)c(O)c2)C1 (configuration not stated)
  10%	-1%
> COc1ccccc1OC(=O)C1OC2OC(C)(C)OC2C2OC(C)(C)OC12 (configuration not stated)
  3%	5%
> O=C(CCS(=O)Cc1cccc2ccccc12)Nc1ccccc1 (configuration not stated)
  -5%	-1%
> COc1ccc(-c2cn3c(n2)sc2cc(C(=O)NCc4ccccc4)ccc23)cc1
  -1%[57.5 µM]	13%
> CCC(=O)Nc1ccccc1-c1nc2ccccc2n(Cc2cccc(Br)c2)c1=O
  21%	5%
> CCOc1ccc(CCNC(=O)Cn2nc(C)n3c(cc4occc43)c2=O)cc1OCC
  -5%	8%
> CC(=O)Nc1ccc(S(=O)(=O)Nc2cc(-c3cn4ccccc4n3)ccc2C)cc1
  11%	39%[activator]
> Cc1ccc(Nc2c(-c3ccc(N4CCOCC4)cc3)nc3ncccn23)c(C)c1
  ?	?
> COc1ccc(Cl)cc1NC(=O)C1CCCN(c2ccc3nncn3n2)C1 (configuration not stated)
  0%	-7%
> CCOc1ccccc1NC(=O)N1CCc2cc(S(=O)(=O)N3CCC(C)CC3)ccc21
  3%	5%
> COc1ccc(C(=O)Oc2cccc(C)c2C)cc1I
  -3%	1%
> Cc1ccc(Cl)cc1N1CCN(C(=O)c2cnc3c(-c4ccc(F)cc4)c(C)nn3c2C)CC1
  -1%	-18%
> CC(C)N(/C=C/C(=O)C(F)(F)F)C(C)C
  -3%	-4%
> Cc1ccc(S(=O)(=O)c2nnn(CC(=O)Nc3ccccc3C)c2N)cc1
  -9%	4%
> CC/C=C(/C)C(=O)N1CCN(C(=O)c2cccs2)CC1
  1%	0%
> Cc1cc(C)cc(OC(C)C(=O)Nc2ccc3nsnc3c2)c1 (configuration not stated)
  -1%	0%
> Cc1ccc(-n2nnnc2SCc2cc(Cl)c3c(c2)OCCCO3)cc1
  -5%	-16%
> CC(C)NCc1ccco1
  -5%	4%
> CC(C)CC(=O)Nc1nc2nc(-c3ccccc3)cc(=O)n2[nH]1
  -7%	10%
> CCc1ccccc1NC(=O)C1=CC(c2ccc(OC)c(OC)c2)=NS(=O)(=O)N1C
  -4%	4%
> Cc1cccc(Cn2c(SCCC(=O)O)nc3c2c(=O)[nH]c(=O)n3C)c1
  3%	-6%
> CCC(CC)C(=O)Oc1ccc2c(=O)c(Oc3cccc(C)c3)coc2c1
  -5%	-3%
> COc1ccc(OCc2ccc(-c3nc(C#N)c(N4CCC(C(N)=O)CC4)o3)o2)cc1
  10%	17%
> CCOc1ccc(S(=O)(=O)NCC(C)O)c2ccccc12 (configuration not stated)
  4%	4%
> N#C/C(=C/c1cccc(OCc2ccccc2)c1)c1nc2ccccc2[nH]1
  -12%	10%
> Cc1oc2cc(OC(C)C)ccc2c(=O)c1-c1ccc2c(c1)OCCO2
  -6%	-14%
> O=C(/C=C/c1cccs1)OCC(=O)c1ccc2c(c1)-c1ccccc1C2
  -2%	5%
> CN(CC(=O)Nc1ccc(OC(F)(F)F)cc1)S(=O)(=O)c1ccc2c(c1)CCC(=O)N2
  5%[57.5 µM]	22%[57.5 µM]
> Cc1ccccc1CNC(=O)C1CCCN(S(=O)(=O)N(C)c2ccc(F)cc2)C1 (configuration not stated)
  -16%	?
> O=C(COC(=O)c1ccccc1-c1ccc(C(F)(F)F)cc1)c1ccc([N+](=O)[O-])cc1
  -22%	-5%

Source: PubChem BioAssay (National Center for Advancing Translational Sciences (NCATS))
